# Bioassay records as filed in PubChem.
# M18AAP inhibitor: blocks P. falciparum M18 aspartyl aminopeptidase; recombinant PfM18AAP, H-Glu-NHMec fluorogenic cleavage; hit rate 1.2% among 290,000; inhibition, % at 7.35 µM;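 active means inhibition above the campaign mean inhibition over all tested compounds plus 3 SD, cut at about 28% in these data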;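 further: 0% = plate median of test compound wells and 100% = 2 mM ZnCl2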
# IDE cell activ: boosts human insulin-degrading enzyme activity in HEK cells; FAbeta-B cleavage, fluorescence polarization; 0% vehicle, 100% cell-free pure enzyme wells; AID 493087; hit rate 0.073% among 340,000; activation, % at 5.96 µM; P14735;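 active means activation above the mean of all tested compounds plus 3 SD, set per screening campaign, cut at about 17% in these data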
# Target sequence (P14735 whole entry, looked up): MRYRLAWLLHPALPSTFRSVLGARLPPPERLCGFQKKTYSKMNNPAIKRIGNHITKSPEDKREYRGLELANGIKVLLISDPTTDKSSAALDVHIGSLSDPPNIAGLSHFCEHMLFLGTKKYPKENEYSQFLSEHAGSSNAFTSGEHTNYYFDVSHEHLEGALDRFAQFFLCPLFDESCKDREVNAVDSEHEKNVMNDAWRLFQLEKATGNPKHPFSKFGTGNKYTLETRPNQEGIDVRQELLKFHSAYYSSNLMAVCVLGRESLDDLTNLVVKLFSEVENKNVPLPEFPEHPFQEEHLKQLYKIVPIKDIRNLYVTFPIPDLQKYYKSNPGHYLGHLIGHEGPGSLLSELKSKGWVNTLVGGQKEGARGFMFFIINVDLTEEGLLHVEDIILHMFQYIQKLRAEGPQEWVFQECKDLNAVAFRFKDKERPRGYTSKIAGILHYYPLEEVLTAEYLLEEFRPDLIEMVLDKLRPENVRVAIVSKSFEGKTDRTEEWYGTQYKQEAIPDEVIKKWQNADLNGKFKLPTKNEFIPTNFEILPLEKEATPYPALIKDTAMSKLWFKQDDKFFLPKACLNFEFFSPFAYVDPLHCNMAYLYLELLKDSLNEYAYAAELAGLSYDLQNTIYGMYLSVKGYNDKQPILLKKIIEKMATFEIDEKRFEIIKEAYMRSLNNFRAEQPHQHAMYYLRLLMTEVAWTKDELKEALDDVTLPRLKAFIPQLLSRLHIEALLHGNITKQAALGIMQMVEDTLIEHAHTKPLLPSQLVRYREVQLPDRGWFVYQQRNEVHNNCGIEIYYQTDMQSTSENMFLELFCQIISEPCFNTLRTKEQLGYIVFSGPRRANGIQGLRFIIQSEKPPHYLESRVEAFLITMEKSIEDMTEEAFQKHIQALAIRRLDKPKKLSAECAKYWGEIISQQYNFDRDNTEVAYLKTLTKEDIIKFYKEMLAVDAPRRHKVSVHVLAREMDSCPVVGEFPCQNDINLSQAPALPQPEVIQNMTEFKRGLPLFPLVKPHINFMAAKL
# MEKK3 PB1 HTS: raises or lowers MEK5 binding to the human MEKK3 PB1 domain. Q99759. bead-based flow cytometry, Alexa488-MEK5 binding to MEKK3; actives lie on both sides; 0 = blocked by unlabeled MEK5, 100 = vehicle. binding response (% of control), % at 10 µM. hit rate 1.4% among 290,000;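 active means binding response more than 3 SD above or below the average of its plate-row segment, actives on both sides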;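 further: Alexa488 bead fluorescence after subtracting the streptavidin-only scavenger bead signal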
# MEKK2 mut-MEK5: signal of MEK5 binding to mutant human MEKK2 PB1 domain; bead flow cytometry, Alexa488-MEK5 binding to MEKK2 mutant; percent response, % at 10 µM; hit rate 0.35% among 290,000; AID 1530; in the data active means percent response above about 24%, passing the limit was not always enough; further: inactives centre near 1; some results filed as inactive read as strong as hits; reference of the scale not given here
# p-CIP stab down: compounds decreasing mouse p/CIP protein stability; Q05BA5; F442A p/CIP-EGFP cells, EGFP fluorescence, 16 h; decrease of EGFP signal, % at 10 µM; hit rate 0.01% among 290,000;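 active means EGFP signal decrease of at least 30% at 10 µM or well 3 SD below plate mean, unless failing retest; inactive means the rest, including hits failing retest or dose response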; further: some compounds called inactive have numbers as strong as hits; many of its hits are not listed in these tables
# IDE inh: inhibits human insulin-degrading enzyme in HEK cells; P14735; FAbetaB cleavage, fluorescence polarization; inhibition, % at 5.59 µM; hit rate 0.41% among 320,000; AID 434962;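 active means percent inhibition above the average of all tested compounds plus 3 SD, set per screening campaign, cut at about 16% in these data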;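 further: IDE supplied by intact live HEK cells; FP after avidin binding of uncleaved biotin substrate so inhibition keeps polarization high; 0% = DMSO wells and 100% = 60 µM reference IDE inhibitor Ii1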
# NALP1 yeast inh: inhibitors of NALP1 inflammasome in yeast; S. cerevisiae NALP1/ASC/caspase-1 growth, X-gal OD620, 72 h; inhibition, % at 10 µM; hit rate 0.61% among 280,000; AID 2071; in the data active means inhibition mostly above about 24%, no sharp cut-off; inactive means mostly below about 32%; further: some compounds called inactive have numbers as strong as hits
# MEKK2 WT-MEK5: raises or lowers MEK5 binding to wildtype human MEKK2 PB1 domain | bead flow cytometry, Alexa488-MEK5 binding to MEKK2 WT; actives lie on both sides | binding response (% of control), % at 10 µM | hit rate 1.1% among 290,000; in the data active means binding response below about 67% or above about 130%
# SUMO HTRF inh: blocks human SUMOylation mediated by UBC9; P63279; HTRF SUMOylation assay, SAE1/SAE2 + UBC9, in vitro; inhibition, % at 35 µM; hit rate 0.36% among 290,000; AID 2006; in the data active means inhibition above about 50%, passing the limit was not always enough; further: strong numbers were not always called active
# Numbers without * were called inactive; . = no result given.
SMILES,M18AAP inhibitor,IDE cell activ,MEKK3 PB1 HTS,MEKK2 mut-MEK5,p-CIP stab down,IDE inh,NALP1 yeast inh,MEKK2 WT-MEK5,SUMO HTRF inh
CCc1ccc(-c2csc3ncn(CC(=O)N4CCOCC4)c(=O)c23)cc1,2,4,102,5,7,0,-8,102,-4
CCc1c(C#N)c(SCc2c(C)noc2C)nc2c1C(=O)CC(C)(C)C2,-8,-12,88,-3,-2,18*,14,87,-31
CC(=O)c1c(C)nc(-c2ccc(Cl)cc2)nc1NC(=O)C(C)C,-10,4,97,-3,3,4,6,96,-7
O=S(=O)(c1ccccc1)n1c(C(O)c2ccccn2)cc2ccccc21 (stereo unspecified),2,7,107,2,-3,5,21,110,1
Fc1ccc(OCc2nn[nH]n2)c(F)c1,-12,-5,101,4,2,-3,3,106,13
CC(=O)/C(=N/Nc1ccc(Br)cc1)N1CCCc2ccccc21,0,4,95,0,6,-7,.,93,19
COCc1[nH]nc2c1C(c1ccnc3ccccc13)C(C#N)=C(N)O2 (stereo unspecified),2,5,107,6,-22,-3,11,106,30
Cc1cccc2c3c([nH]c12)CCN(C)C3,29*,3,109,17,-11,3,16,122,3
COc1ccccc1/C=C/C=N/n1c(-c2ccccc2)n[nH]c1=S,10,-8,68,-20,-7,1,14,76,-6
CC(=O)Nc1ccc(C(=O)CN2C(=O)CSC2=O)cc1,-4,4,103,15,-2,1,-5,105,0
Cc1ccc(-c2nc(N/N=C/c3ccncc3)c3ccccc3n2)cc1,43*,3,105,2,-3,-2,-5,101,-16
CSc1nc(N)nc(SCC(=O)C23CC4CC(CC(C4)C2)C3)c1C#N,3,-2,104,6,-6,8,-1,106,-18
O=C(O)CN=C(NS(=O)(=O)c1ccc(Cl)cc1)c1ccccc1,2,5,120,5,0,-1,6,113,4
CN(CC(=O)NC1CC(C)(C)NC(C)(C)C1)S(=O)(=O)c1ccc(Br)cc1,1,8,100,-1,5,-3,7,100,6
Cc1c(C(=O)Nc2c(F)cccc2F)sc2ncnc(N3CCN(c4ccccc4)CC3)c12,-1,3,95,-1,11,8,1,93,-6
Cc1ccc(-c2noc(CCC(=O)NC3CCN(Cc4ccccc4)CC3)n2)cc1,-1,3,104,3,-6,.,18,113,-24
CC(C)C(=O)Nc1nnc(S(=O)(=O)N2CCc3ccccc32)s1,15,5,104,4,-10,5,11,99,-1
COc1cc(NC(=O)c2ccccc2)c(OC)cc1NC(=O)Cc1ccccc1,4,1,95,-7,4,-1,2,98,-8
CCOC(=O)Cn1nc(C)c2c1CCCC2=O,-14,3,100,3,2,7,10,104,-11
CCOC(=O)c1sc(=S)n(-c2ccc(Cl)cc2)c1SC,3,3,103,4,-8,-1,-4,97,-35
Cc1ccc(CSC2=NCCN2C(=O)c2ccc([N+](=O)[O-])cc2)cc1,2,5,104,4,4,4,9,101,22
Cc1nc2ccc(C(=O)N3c4ccccc4CC3C)cc2s1 (stereo unspecified),1,2,99,-2,-9,-2,-10,97,4
CCn1cc(C(=O)Nc2sc(C)c(C)c2C(=O)OC)cn1,4,4,104,-1,4,6,25,100,6
Cc1ccc(NS(=O)(=O)c2cc(-c3n[nH]c(=O)c4ccccc34)ccc2C)cc1,-8,-9,104,-1,4,3,30,93,-18
O=C(CNCc1ccccc1)NCCCN1CCCC1=O,-2,-1,103,6,-4,-4,5,107,15
Clc1ccc2nnc(Cl)n2n1,-10,5,101,-2,1,2,6,97,-3
COc1ccc(NC(=O)CN2CCOCC2)cc1,3,2,107,0,-5,-3,23,108,24
COC(=O)c1ccc(C(=O)OC)c(NC(=S)N2CCC(C(N)=O)CC2)c1,9,3,103,-1,1,7,7,93,19
CC(C)Sc1nc2c([nH]1)c(=N)ncn2Cc1ccccc1,2,-1,106,-2,-4,3,9,100,12
O=C1NCCCC1C(=O)N1CCCCC1 (stereo unspecified),0,-1,107,5,7,0,-5,106,-1
COc1ccc(CCN2CCCC(CN(C)C(=O)c3ccoc3)C2)cc1 (stereo unspecified),-3,7,100,2,-16,.,1,97,3
CCN(CC)CCN(C(=O)c1ccc(Br)s1)c1nc2cc3c(cc2s1)OCCO3,-2,1,103,19,6,4,-15,138*,-1
CC1=CC(C)(C)N(S(=O)(=O)c2ccc(F)cc2)c2ccc(C)cc21,3,2,104,2,4,-2,18,104,1
CCNc1nc(NCC)n2c(SCC(=O)Nc3ccccc3[N+](=O)[O-])nnc2n1,2,4,94,-4,8,2,19,95,-2
CCC(COC)NC(=O)CCc1nnc(Cc2c[nH]c3ccccc23)o1 (stereo unspecified),-8,-2,106,6,-12,2,5,106,4
O=C(CS(=O)(=O)c1ccccc1)N1CCCCC1,2,7,99,-4,4,0,17,102,9

# Looked up by compound from the list above, 6 records:
SMILES,M18AAP inhibitor,IDE cell activ,MEKK3 PB1 HTS,MEKK2 mut-MEK5,p-CIP stab down,IDE inh,NALP1 yeast inh,MEKK2 WT-MEK5,SUMO HTRF inh
CC1=CC(C)(C)N(S(=O)(=O)c2ccc(F)cc2)c2ccc(C)cc21,3,2,104,2,4,-2,18,104,1
CCC(COC)NC(=O)CCc1nnc(Cc2c[nH]c3ccccc23)o1 (stereo unspecified),-8,-2,106,6,-12,2,5,106,4
COC(=O)c1ccc(C(=O)OC)c(NC(=S)N2CCC(C(N)=O)CC2)c1,9,3,103,-1,1,7,7,93,19
O=C(CS(=O)(=O)c1ccccc1)N1CCCCC1,2,7,99,-4,4,0,17,102,9
CCN(CC)CCN(C(=O)c1ccc(Br)s1)c1nc2cc3c(cc2s1)OCCO3,-2,1,103,19,6,4,-15,138*,-1
CC(C)Sc1nc2c([nH]1)c(=N)ncn2Cc1ccccc1,2,-1,106,-2,-4,3,9,100,12

# Following part
SMILES,M18AAP inhibitor,IDE cell activ,MEKK3 PB1 HTS,MEKK2 mut-MEK5,p-CIP stab down,IDE inh,NALP1 yeast inh,MEKK2 WT-MEK5,SUMO HTRF inh
CCOC(=O)N1CCC(N2Cc3cccc(C(=O)Nc4c(C)cccc4CC)c3C2=O)CC1,4,4,101,5,-13,0,6,100,2
Cc1cc(=O)oc2cc(OCc3nnc(-c4ccccc4Br)o3)ccc12,-11,-4,94,-1,-7,-2,9,99,23
COc1cc(OC)cc(OCC(O)Cn2cnc3cc(C)c(C)cc32)c1 (stereo unspecified),0,-5,106,0,-10,3,-16,106,-6
CN(CCC(=O)c1ccccc1)CCC(=O)c1ccccc1,3,7,94,5,-10,.,14,100,14
Cc1ccc(N=Nc2cc(C)ccc2N)cc1,3,1,100,-1,-3,-8,8,100,-1
Cc1c(Cc2ccccc2)c(NCCCO)n2c(nc3ccccc32)c1C#N,-4,.,100,0,2,-1,10,99,23
O=C(NS(=O)(=O)c1ccccc1[N+](=O)[O-])c1ccccc1,9,2,97,5,-6,0,8,103,-1
O=C(COc1ccccc1)Nc1nnc(S(=O)(=O)N2CCCCC2)s1,-4,7,103,4,-14,8,-9,103,6
O=C(c1cnn(C(=O)c2cccc(S(=O)(=O)N3CCOCC3)c2)c1)c1cc(Cl)cc(Cl)c1O,-24,.,104,9,-6,-2,0,107,6
O=C(Nc1ccccc1C(=O)N1CCN(c2cccc(Cl)c2)CC1)C1=CSCCO1,-1,3,104,-3,2,5,15,100,2
COc1cc(CCCN2C(N)=NC[C@@H]2Cc2ccc(O)cc2)cc(OC)c1OC,.,-3,91,5,-5,-1,.,92,10
COc1cc2ncnc(NCc3ccccc3C)c2cc1OC,1,-15,103,6,-11,16,24,103,-6
CCNC(=O)C1CC(=O)N(c2ccc(OCC)cc2)C1 (stereo unspecified),-2,1,104,1,1,0,7,108,21
CCN(CC)c1ccc(/C=N/NC(=O)Cc2ccc(OC)c(OC)c2)cc1,-2,13,107,0,-7,-3,0,103,1
CC(=O)OC(C(=O)NC1CCCCC1)c1ccccc1 (stereo unspecified),-10,10,96,3,4,-2,17,102,-3
Cc1ccc(NC(=O)C2CCN(S(=O)(=O)c3ccc4c(c3)CC(C)N4C(=O)C3CCC3)CC2)nc1 (stereo unspecified),10,4,100,6,-3,9,17,101,1
CCOC(=O)c1ccc(NC(=O)Oc2cc(C)c(Cl)cc2C(C)C)cc1,-2,2,91,-24,-6,6,20,83,14
O=C(Cn1nc2n(c1=O)-c1ccccc1SC2)N/N=C/c1ccncc1,3,3,106,5,11,4,.,110,-4
COc1cc(OC)c(C2N(C)c3ccccc3N2C)cc1OC,1,.,104,4,-15,-1,20,103,8
O=C(COc1ccc2c(c1)OCO2)Nc1ccc2c(c1)oc1ccccc12,-13,3,103,12,5,0,13,107,43
CCCCCCOC(=O)C(C#N)c1nc2ccccc2nc1N1CCN(C)CC1 (stereo unspecified),-8,2,104,25,10,2,3,134,0
CN1CCc2c(sc3nc(NN)n(Cc4ccccc4)c(=O)c23)C1,1,7,96,8,-13,-5,-2,94,1
COc1ccccc1CNC(=O)c1ccc2c(=O)n(CC3CCCO3)c(=S)[nH]c2c1 (stereo unspecified),5,1,103,-2,-11,2,-13,102,-2
COc1ccc(N2CCN(c3oc(COc4ccccc4)nc3C#N)CC2)cc1,0,-4,105,2,1,5,1,102,-11
CCCC(=O)NNC(=O)CC(=O)Nc1ccccc1C(=O)O,2,11,103,13,-17,3,-12,110,4
O=C(NC1CCCc2c1cnn2-c1ccccc1F)c1ccccn1 (stereo unspecified),3,0,99,1,-6,1,1,98,16
CCOc1ccc(NS(=O)(=O)c2c(C)nc3sc(CC)nn3c2=O)cc1,1,9,101,0,-2,4,8,103,8
Cc1ccc(SCC(=O)NCc2ccc(F)cc2)cc1,-4,3,102,-3,-9,0,14,99,-1
CCCCCCCCCCCCN1[C@@H](CC(=O)O)c2cc(C(F)(F)F)ccc2S1(=O)=O,.,1,107,4,.,7,.,111,.
COc1ccc(C2C(C(=O)OC(C)C)=C(C)N=c3s/c(=C\c4cccs4)c(=O)n32)cc1 (stereo unspecified),2,1,86,-13,-2,-10,-16,89,16
CC1CCN(CC(O)COc2ccc(C(=O)c3ccccc3)cc2)CC1 (stereo unspecified),0,-6,100,2,0,-1,30,108,10
Cc1ccc(C)c(OCCNc2ncccc2[N+](=O)[O-])c1,-10,2,108,14,-12,-3,13,112,3
Cc1n[nH]c(=O)nc1N/N=C/c1ccc(O)c([N+](=O)[O-])c1,4,7,129*,1,8,-3,7,107,-11
COc1ccc2c(c1)OC(O)(C(F)(F)C(F)F)CC2=O (stereo unspecified),0,7,102,3,-10,2,32,103,6
Cc1ccccc1NC(=O)c1ccc(S(=O)(=O)C(F)F)cc1,-3,0,116,-1,-11,0,.,101,0
COc1cccc(NC(=O)CSc2ccccn2)c1,5,6,106,2,-6,1,21,105,18
CCc1ccccc1-n1nnnc1SCC(=O)Nc1ccc(N2CCN(C)CC2)cc1,-10,-2,100,4,1,-4,19,104,3
CC(C)(C)c1ccc(OCCCC(=O)Nc2ccc(S(N)(=O)=O)cc2)cc1,9,5,66,-24,3,3,9,63,15
CC(C)n1nnnc1SCC(=O)Nc1ccc2c(c1)OCO2,1,1,104,4,13,2,8,98,-13
COc1ccc(N(C)C(=O)CCS(=O)(=O)c2cccc3nsnc23)cc1,-20,2,103,4,0,1,18,104,5
O=C(NC1CCCCC1)C(c1ccncc1)N(Cc1ccc(F)cc1)C(=O)c1ccccn1 (stereo unspecified),-7,2,110,15,-13,-4,22,112,22
COc1cc(CNCCO)cc(Br)c1OCc1ccccc1,-9,0,86,-2,2,-4,5,93,6
CCCCc1cc(=O)oc2cc(OCC(=O)NCCN3CCOCC3)c(Cl)cc12,-5,0,98,0,-8,0,6,100,10
COc1cccc2c(=O)n(CC(=O)N3CCN(c4ccccc4)CC3)ccc12,3,1,98,0,-7,1,14,102,-6

# A portion of the library. The share of hits here may be higher or lower than overall.
